Bioassay records as filed in PubChem BioAssay.
PAX8 inh HTS = inhibitors of PAX8-driven TPO luciferase reporter, primary screen, RMG-I cells, single concentration | SteadyGlo, 24 h | inhibition, % at 12.6 µM | 360,000 tested, 1.2% active | AID 652154, 2013;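 active = mean replicate inhibition at least 60% with every replicate also reaching 60%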;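 note: luciferase light reporting Pax8 driven TPO promoter activity; plate controls were median of neutral control wells for no effect and mitoxantrone controls for full effect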
ERAP1 inh = human ERAP1 aminopeptidase inhibitors, primary screen, biochemical, single point, plate reader; Endoplasmic reticulum aminopeptidase 1 (Homo sapiens), Q9NZ08; recombinant ERAP1, Leu-AMC fluorescence, 60 min; inhibition, % at 10.7 µM; 340,000 tested, 0.15% active;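 active = mean replicate inhibition of at least 30%, or all replicates individually reaching that 30% level; inactive = mean below 30% and not every replicate reaching it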;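 note: 0% = neutral control wells and 100% = L-leucinethiol positive control wells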
Target sequence (Q9NZ08 whole entry, looked up): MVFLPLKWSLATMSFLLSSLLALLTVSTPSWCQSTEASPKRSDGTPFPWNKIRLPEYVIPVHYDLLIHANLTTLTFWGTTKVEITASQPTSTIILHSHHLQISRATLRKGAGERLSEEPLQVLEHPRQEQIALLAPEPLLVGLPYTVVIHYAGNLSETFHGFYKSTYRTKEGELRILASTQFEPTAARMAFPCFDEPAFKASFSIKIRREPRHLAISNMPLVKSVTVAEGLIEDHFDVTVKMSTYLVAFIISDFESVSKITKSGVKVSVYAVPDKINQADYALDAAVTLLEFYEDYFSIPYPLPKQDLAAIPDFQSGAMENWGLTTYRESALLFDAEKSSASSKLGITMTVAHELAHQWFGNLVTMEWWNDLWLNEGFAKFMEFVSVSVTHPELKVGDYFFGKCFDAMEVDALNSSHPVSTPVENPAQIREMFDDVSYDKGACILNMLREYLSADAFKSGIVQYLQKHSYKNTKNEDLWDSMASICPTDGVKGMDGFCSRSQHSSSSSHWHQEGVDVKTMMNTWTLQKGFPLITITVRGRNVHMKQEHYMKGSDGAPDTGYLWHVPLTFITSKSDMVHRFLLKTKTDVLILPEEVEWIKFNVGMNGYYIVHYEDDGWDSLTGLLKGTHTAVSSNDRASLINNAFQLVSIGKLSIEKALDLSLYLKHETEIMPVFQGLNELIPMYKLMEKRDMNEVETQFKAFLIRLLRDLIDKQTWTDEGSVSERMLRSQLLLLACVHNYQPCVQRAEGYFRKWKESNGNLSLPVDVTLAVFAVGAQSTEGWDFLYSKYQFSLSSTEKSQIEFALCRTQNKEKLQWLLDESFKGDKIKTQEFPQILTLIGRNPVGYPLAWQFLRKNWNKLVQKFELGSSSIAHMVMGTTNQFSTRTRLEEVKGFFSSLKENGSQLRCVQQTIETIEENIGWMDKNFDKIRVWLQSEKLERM
EWS-Fli block = EWS/Fli-driven NR0B1 reporter inhibitors, primary screen, A673 cells, NR0B1 luciferase, luminescence, MLPCN library; viability-normalised; inhibition, % at 12.6 µM; 350,000 tested, 0.67% active;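 active = mean inhibition of at least 50% after viability correction, with every replicate also passing that limit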;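 note: firefly luciferase signal divided by Alamar Blue viability fluorescence both relative to DMSO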
S100A4 inh HTS = inhibitors of S100A4-myosin IIA peptide binding, primary screen, biochemical, fluorescence polarization, TAMRA-MyoIIA peptide; inhibition, % at 10.7 µM; AID 652163, 2013; Protein S100-A4 (Homo sapiens), P26447; 360,000 tested, 0.14% active;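 active = mean inhibition of at least 70% across replicates, with every replicate also reaching that level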
Target sequence (P26447 whole entry, looked up): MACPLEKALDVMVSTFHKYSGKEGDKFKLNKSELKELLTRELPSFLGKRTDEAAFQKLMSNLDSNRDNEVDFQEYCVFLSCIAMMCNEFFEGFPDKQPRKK
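incubation = readout 5 min after mixing, signal stable up to 60 min | system = S100A4 monomer protein | buffer or medium = HEPES pH 7.2 with CaCl2, KCl, NaCl, DTT, Triton | benchmarks = neutral control DMSO, positive control TFP | also added = fluorescent myosin IIA peptide, 5 nM | compound dosing = one concentration per compound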
PGC1a acetyl inh = inhibitors of PGC1a acetylation signal, primary screen, cell-based, U2OS, AlphaScreen, inhibitor mode | AID 651687, 2012 | inhibition, % at 15.6 µM | AlphaScreen anti-acetyl-lysine; with virally co-expressed GCN5 acetyltransferase | 350,000 tested, 0.17% active;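 active = every replicate shows inhibition of at least 40%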;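 note: 0% = neutral control wells and 100% = positive control wells; some results beyond the cut were filed as inactive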
LGR2 antag = inhibitors of bursicon-induced LGR2 CRE-luciferase signal, primary screen, cell-based, HEK293, CRE-luciferase reporter, bursicon stimulation. Drosophila bursicon receptor LGR2 (rickets). bursicon-stimulated, 4 h. inhibition, % at 9.99 µM. 380,000 tested, 0.35% active;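 active = drop in luminescence signal, shown as inhibition above about 50% in the replicate tests, limit read from the data, passing the limit was not always enough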;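 note: agonist challenge used bursicon conditioned medium at about half maximal strength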
FN deposition inh = inhibitors of fibronectin matrix deposition, primary screen, AH1F cells, Alexa488-fibronectin fluorescence, plate reader | AH1F fibroblasts, overnight | inhibition, % at 12.6 µM | 350,000 tested, 0.086% active;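 active = mean inhibition across replicates of 30% or more, regardless of how many single replicates reach that level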;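 note: positive control wells lacked labelled fibronectin entirely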
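material = AH1F fibroblast monolayer depositing Alexa488-labelled fibronectin into matrix | amount = 10000 AH1F cells/well | buffer or medium = DMEM plus 2% serum, read in PBS | incubation = 1 h cell adhesion before compound, then overnight fibronectin incubation | detection = fluorescence at 485 nm excitation, 525 nm emission | evaluation = percent inhibition as loss of matrix-bound fibronectin fluorescence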
PglD DTNB = C. jejuni PglD acetyltransferase inhibitors, primary screen, biochemical, DTNB colorimetric, single point. UDP-N-acetylbacillosamine N-acetyltransferase PglD (Campylobacter jejuni). purified PglD enzyme, DTNB colorimetric CoA detection. inhibition, % at 12.5 µM. 360,000 tested, 0.098% active. AID 602405, 2012; in the data active = inhibition above about 16%, passing the limit was not always enough; note: strong numbers were not always called active
An asterisk follows results filed as active; / = not tested or not shown. Not a hit list. About 2.1% of those tested had a hit in this group.

Compound	PAX8 inh HTS	ERAP1 inh	EWS-Fli block	S100A4 inh HTS	PGC1a acetyl inh	LGR2 antag	FN deposition inh	PglD DTNB
COC(=O)c1c(-c2cccc(C)c2)csc1NC(=O)C1CCCO1 (stereo unspecified)	-15	-1	-14	0	-2	7	6	5
CN1c2ccc(C#Cc3cccnc3)cc2[C@@H]2[C@@H](CCN2C(=O)C2CCC2)[C@H]1CO	7	-1	-10	4	-13	5	15	/
COc1cc(NC(=O)CSc2nnc(-c3cc(C)on3)o2)cc(OC)c1	32	-2	-10	1	/	8	2	7
Cc1ccccc1CCNC(=O)Cn1ccc2cc(S(=O)(=O)N3CCCC3)ccc21	-12	1	/	2	1	-5	-2	-5
O=C(Nc1ccc2oc(=O)ccc2c1)c1ccco1	-100	/	/	/	0	/	-4	6
CC=Cc1ccc2n(c1=O)C[C@@H]1[C@@H](CO)[C@H](C(=O)NCc3ccc4c(c3)OCO4)[C@H]2N1C(=O)C1CC1 (mixture of isomers)	-3	3	3	6	-13	8	/	-2
CCOC(=O)c1cn2nc(N3CCCCC3)ccc2n1	41	4	-116	1	8	88*	-2	/
CC(=O)c1ccc(NC(=S)N2CCC(O)CC2)cc1	2	/	/	/	0	40	0	-2
O=S(=O)(c1ccccc1)N1CCN(c2ccnc3cc(Cl)ccc23)CC1	25	1	5	-5	3	40	-7	/
Cc1cc(C(=O)OCC(=O)c2ccc(Br)s2)no1	/	4	1	-12	8	-7	/	-1
COC(=O)CSc1nc(-c2ccccc2)cc(-c2ccco2)c1C#N	0	/	/	/	-67	/	-1	-11
O=C1/C(=C\c2ccccc2)SC(=S)N1CCC(=O)N1CCCCC1CCO (stereo unspecified)	48	-1	/	-2	8	2	11	4
CO[C@@H]1CN(C)C(=O)c2ccc(NS(=O)(=O)c3cn(C)cn3)cc2OC[C@@H](C)N(Cc2cccc(F)c2)C[C@@H]1C	/	0	3	-2	-9	8	4	0
CO[C@H]1CN(C)C(=O)c2ccc(NC(=O)c3nc4ccccc4s3)cc2OC[C@H](C)N(Cc2ccncc2)C[C@H]1C	-10	-3	-14	9	11	11	10	2
Cc1ccc(NC(=O)CN2CCC3(O)CCCCC3C2c2ccc3c(c2)OCO3)c(C)c1 (stereo unspecified)	/	/	/	/	-3	13	10	-4
O=C(O)CNC(=O)c1ccc(Oc2c(F)c(F)c(Oc3ccc(C(=O)NCC(=O)O)cc3)c(F)c2F)cc1	0	1	-2	-3	-12	-4	1	4
O=C1NC[C@H](CCCCN2C[C@H](Cc3ccc(O)cc3)N(CCc3ccccc3)C(=O)C2=O)N(CCC2CCCCC2)C1=O	8	/	-10	-4	/	13	2	/
CCCNC(=O)Cc1c(C)oc2ccccc12	19	2	1	-12	/	-15	3	/
CC1(NC(=O)Cc2csc(-c3cccc(Cl)c3)n2)CCS(=O)(=O)C1 (stereo unspecified)	-1	-1	-1	-3	13	-16	-3	0
CC(=O)N(C)C[C@@H]1Oc2cc(C#CC3CC3)ccc2S(=O)(=O)N([C@@H](C)CO)C[C@@H]1C	/	/	-6	/	-1	-18	-6	/
CC1CCCCC1NC(=O)COC(=O)C12CC3CC(CC(Cl)(C3)C1)C2 (stereo unspecified)	-3	-2	-1	13	4	5	2	/
O=S(=O)(c1ccc(Cl)s1)N1CCCCC1	11	-3	-2	-10	-8	5	-22	-1
O=C1[C@H]2[C@@H](c3ccc(C(F)(F)F)cc3)N[C@]3(CCCN(Cc4ccc(Cl)cc4)C3=O)[C@H]2C(=O)N1Cc1ccccc1	32	0	3	2	-9	/	-4	6
OC(COc1ccc2c(c1)OCO2)CN1CCCCC1 (stereo unspecified)	0	-4	-28	-2	/	/	-1	/
COc1cccc(NC(=O)CCCn2nc(C)c3c(C)n(-c4ccccc4)nc3c2=O)c1	25	-1	/	-1	0	6	-8	4
O=S(=O)(NC[C@@H]1N[C@H](CO)[C@@H]1c1ccc(C2=CCCC2)cc1)c1ccccc1	11	0	2	-17	5	-18	15	-4
O=C(COC(=O)Cc1ccccc1F)Nc1cccc(S(=O)(=O)NC2=NCCCCC2)c1	9	-1	3	4	/	-20	15	/
O=C(NC1CCCCC1)[C@@H]1[C@@H](CO)[C@@H]2Cn3c(cccc3=O)[C@@H]2N1C(=O)CC1CC1	1	8	-7	2	3	9	/	2
O=C1/C(=C/c2ccco2)SC(=S)N1CCC(=O)N1CCCCC1CCO (stereo unspecified)	10	0	/	-1	-2	9	7	-4
CC(C)OP(=O)(OC(C)C)C(Nc1cccc(C(=O)O)c1)c1ccccc1 (stereo unspecified)	6	1	-4	-6	2	-11	-4	10
S=C(NCc1cccnc1)Nc1ccc(Oc2ccc(Cl)cc2)cc1	26	-3	29	-7	0	4	-1	-6
CC(C)NC(=O)c1cc(C2CCCCN2S(=O)(=O)c2cccs2)on1 (stereo unspecified)	6	1	4	-2	/	-8	-3	-1
CC1(c2cccc3ccccc23)OC(=O)c2ccccc21 (stereo unspecified)	19	-3	0	11	-6	7	-6	-1
COc1ccc(-c2ccc3c(c2)[C@H]2[C@H](CCN2C(=O)C2CC2)[C@@H](CO)N3C)cc1	3	2	3	-2	5	14	8	1
Cc1csc(NC(=O)CSc2nnc(NC(=O)C3CC(=O)N(c4ccccc4)C3)s2)n1 (stereo unspecified)	3	3	8	11	-6	-7	0	-3
O=C(C[C@@H]1C[C@H]2c3cc(NS(=O)(=O)c4ccccc4)ccc3O[C@H]2[C@H](CO)O1)N1CCOCC1	4	4	-5	-1	0	-3	-13	0
C[C@@H]1CN([C@H](C)CO)C(=O)c2cccc(NC(=O)c3ccc(-c4nccs4)cc3)c2O[C@H]1CN(C)S(=O)(=O)c1cn(C)cn1	/	1	-3	3	5	-5	4	1
CCn1c(SCC(=O)N2CCCc3ccccc32)nnc1-c1ccoc1C	6	/	/	/	-7	/	7	-6
Cc1ccc(OC(=O)N(C)C[C@@H]2OCc3ccccc3-c3ccccc3C(=O)N([C@H](C)CO)C[C@H]2C)cc1	/	-1	12	9	-11	-3	-7	-3
C[C@H](NC(=O)N(C)C[C@@H]1OCc2ccccc2-c2ccccc2C(=O)N([C@@H](C)CO)C[C@@H]1C)c1ccccc1	1	2	5	-6	5	-21	-9	-2

In the list so far, these have a COOH group.
Compound	PAX8 inh HTS	ERAP1 inh	EWS-Fli block	S100A4 inh HTS	PGC1a acetyl inh	LGR2 antag	FN deposition inh	PglD DTNB
O=C(O)CNC(=O)c1ccc(Oc2c(F)c(F)c(Oc3ccc(C(=O)NCC(=O)O)cc3)c(F)c2F)cc1	0	1	-2	-3	-12	-4	1	4
CC(C)OP(=O)(OC(C)C)C(Nc1cccc(C(=O)O)c1)c1ccccc1 (stereo unspecified)	6	1	-4	-6	2	-11	-4	10

Additional entries
Compound	PAX8 inh HTS	ERAP1 inh	EWS-Fli block	S100A4 inh HTS	PGC1a acetyl inh	LGR2 antag	FN deposition inh	PglD DTNB
COC(=O)C1=CN(C2CC2)C=C(C(=O)OC)C1c1ccc(C(F)(F)F)cc1	5	0	4	-1	/	10	/	/
C[C@H](NC(=O)c1ccc(Cl)cc1)C(=O)OCn1nnc2ccccc2c1=O	-2	-3	-5	2	3	1	-3	-1
CS(=O)(=O)N(CC(=O)N1CCOCC1)c1ccccc1Br	22	-1	4	-2	/	-7	-2	3
C=CCc1cc(Cl)ccc1OCCCn1ccnc1	-4	1	18	-1	-12	-11	4	-8
Cc1ccc(OCCN2CCC2(C)C(=O)Nc2ccc3c(c2)OCO3)cc1 (stereo unspecified)	-30	4	-6	-5	1	-1	-12	-3
Cc1noc(C)c1S(=O)(=O)N(C)C[C@@H]1Oc2ccc(NS(=O)(=O)c3cccs3)cc2C(=O)N([C@@H](C)CO)C[C@@H]1C	/	2	9	-31	6	-19	-11	2
CN(C)CC(=O)N1[C@H](CO)[C@@H](c2ccccc2-c2ccccc2F)[C@@H]1C#N	/	2	-2	-18	8	-6	1	/
O=C(O)c1c(C(=O)N2N=C3/C(=C/c4ccccc4)CCCC3C2c2ccccc2)cccc1[N+](=O)[O-] (stereo unspecified)	21	5	-4	-8	/	12	-7	/
CC(C)CNC(=O)CCCSc1nc2ccccc2[nH]1	2	-4	-5	2	7	-1	-22	/
O=C(NCc1ccccc1)C1CCC(=O)N(CCCN2CCCC2=O)C1 (stereo unspecified)	-8	-6	/	1	-13	-2	-7	-2
O=c1[nH]c(N2CCCCC2)nc2ncn(Cc3ccccc3)c12	4	/	7	2	-5	2	3	-6
COc1ccc(/C=C/C(=O)OCC(=O)c2ccc[nH]2)cc1	-38	-3	-6	-1	6	-5	-1	-7
O=C(COc1ccccc1)NCC(c1ccco1)N1CCN(c2ccccc2)CC1 (stereo unspecified)	2	1	2	-3	/	-2	1	3
COc1ccc(-c2ccc3oc(-c4ccc(OC)cc4)c(C#CCO)c3c2)cc1	32	3	-20	0	/	28	-11	-4
COC(=O)c1ccc(C(=O)N(Cc2ccccc2)c2ccccc2)cc1	6	-4	/	5	/	6	5	-3
CCCCC(Br)C(=O)Nc1ccc(S(=O)(=O)Nc2cc(C)nc(C)n2)cc1 (stereo unspecified)	-1	-1	8	-3	/	9	13	-3
CCS(=O)(=O)Nc1ccc2c(c1)C(=O)N(C)C[C@@H](OC)[C@@H](C)CN(C(=O)C1CC1)[C@H](C)CO2	4	2	-4	-104	4	26	-7	2
O=C(CC(F)(F)F)N1C[C@@H]2[C@H](c3ccccc31)[C@@H](CO)N2C(=O)CN1CCOCC1	-4	-5	4	-32	6	-5	/	-3
CN1CCN(c2ccc([N+](=O)[O-])cc2C(=O)c2ccc(Br)cc2)CC1	28	/	/	/	0	/	3	0
CCCOC(=O)CSC1=C(C#N)C(c2ccccc2Cl)CC(=O)N1 (stereo unspecified)	6	-3	9	-4	-9	-5	6	3
CCc1csc(N2[C@H](CO)[C@@H](c3ccc(-c4ccc(F)cc4)cc3)[C@@H]2C#N)n1	11	1	4	1	-7	1	0	4
CN1c2ccc(-c3ccc(F)cc3)cc2[C@@H]2[C@@H](CCN2C(=O)Cc2ccccn2)[C@H]1CO	-22	0	-77	-27	12	-16	-17	1
COC(=O)c1ccc(C)c(NC(=O)CCc2ccc(OC)cc2)c1	-1	-3	-3	-2	/	4	9	/
COC(=O)c1c(NC(=O)CC2SC(N)=NC2=O)sc(C)c1C (stereo unspecified)	-2	2	9	1	/	/	2	/
O=C(Nc1ccc([N+](=O)[O-])cc1)Nc1ccc2c(c1)OCCO2	-191	-1	-109	0	/	-79	/	/
CC1CCCC(NC(=O)COC(=O)COc2ccc(Br)cc2)C1C (stereo unspecified)	-9	0	1	0	-3	-6	-2	1
C/C=C/c1ccc2c(c1)O[C@@H](CN(C)S(=O)(=O)c1ccccc1)[C@@H](C)CN([C@@H](C)CO)S2(=O)=O	/	2	17	26	-4	-12	-8	-3
